# Rev-RRE block = HIV Rev-RRE protein-RNA interaction inhibition; Rev peptide-RRE RNA binding, FRET; inhibition, % at 8 µM; hit rate 0.79% among 97,000;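 active = inhibition above the screen-wide mean plus 3 SD, cut at about 35% in these data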;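 note: 0% = median DMSO wells and 100% = median Neomycin B control wells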
# Target sequence (P05866 whole entry, looked up): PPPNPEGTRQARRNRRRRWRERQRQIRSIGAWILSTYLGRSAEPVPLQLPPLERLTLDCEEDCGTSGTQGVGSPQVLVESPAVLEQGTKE
#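 Material: labelled RRE RNA duplex and labelled Rev peptide / Buffer or medium: HEPES pH 7.5 salt buffer with EDTA / Compound dosing: single point, 8 µM final nominal compound concentration / Benchmarks: DMSO low control, neomycin B high control / Timing: 5 min preincubation and 15 min binding, 25 °C / Technique: FRET fluorescence readout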
# LYP act = activators of human LYP (PTPN22) phosphatase | activation, % at 2 µM | AID 697 | recombinant LYP, DiFMUP fluorescence; 0 = plate median, 100 = signal doubled | hit rate 0.11% among 96,000 | Q9Y2R2;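 active = activation at 2 µM above a set limit, the mean plus 5 SD, cut at about 37% in these data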
# Target sequence (Q9Y2R2 whole entry, looked up): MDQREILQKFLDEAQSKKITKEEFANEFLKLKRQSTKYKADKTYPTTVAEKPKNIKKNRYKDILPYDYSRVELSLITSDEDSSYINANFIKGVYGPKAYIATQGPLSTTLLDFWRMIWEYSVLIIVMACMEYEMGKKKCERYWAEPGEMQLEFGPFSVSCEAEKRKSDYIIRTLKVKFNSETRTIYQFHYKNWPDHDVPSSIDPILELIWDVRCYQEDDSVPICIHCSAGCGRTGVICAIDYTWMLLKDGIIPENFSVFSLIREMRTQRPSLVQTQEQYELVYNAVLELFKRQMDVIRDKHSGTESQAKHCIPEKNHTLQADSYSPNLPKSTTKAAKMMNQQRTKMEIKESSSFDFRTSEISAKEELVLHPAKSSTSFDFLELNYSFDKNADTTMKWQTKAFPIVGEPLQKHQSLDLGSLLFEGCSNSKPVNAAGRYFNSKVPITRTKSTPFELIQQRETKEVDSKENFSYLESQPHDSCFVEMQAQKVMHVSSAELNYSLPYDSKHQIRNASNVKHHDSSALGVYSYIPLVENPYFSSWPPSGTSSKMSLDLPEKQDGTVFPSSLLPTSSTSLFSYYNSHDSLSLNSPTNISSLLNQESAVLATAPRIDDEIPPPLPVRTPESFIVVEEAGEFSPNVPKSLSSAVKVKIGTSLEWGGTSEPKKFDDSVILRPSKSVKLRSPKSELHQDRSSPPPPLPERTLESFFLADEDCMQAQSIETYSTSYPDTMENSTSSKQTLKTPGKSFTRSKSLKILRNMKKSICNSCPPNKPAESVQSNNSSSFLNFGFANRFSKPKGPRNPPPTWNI
# Calb biofilm kill = kills Candida albicans biofilms | C. albicans biofilm + clotrimazole, Alamar Blue | inhibition, % at 6 µM | hit rate 0.14% among 85,000;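 active = inhibition above 20%; inactive = inhibition below 20%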;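 note: preformed 24 hr biofilms exposed to compound for 48 hr; 0% = biofilm without compound and 100% = blank killed by clotrimazole plus chlorhexidine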
# PLK1 inh = PLK1 (human) kinase inhibition; P53350; recombinant PLK1 kinase, TR-FRET peptide phosphorylation; inhibition, % at 10 µM; hit rate 0.53% among 97,000; AID 619;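 active = inhibition of 50% or more in the single-concentration screen; inactive = inhibition below 50%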;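 note: 0% = DMSO max control and 100% = H-89 dihydrochloride min control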
# CYP2C9 inh = human CYP2C9 inhibition | inhibition, % at 5 µM | CYP2C9 Supersomes, luciferin-H conversion, luminescence | hit rate 20% among 96,000 | AID 777;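 active = blocking of liver enzyme CYP2C9 beyond about 50% at 5 µM, limit read from the data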; note: values of inactives mirror those of a sister screen read the other way
# PTPN22 inh 2 = blocks human PTPN22 phosphatase activity. recombinant LYP catalytic domain, DiFMUP fluorescence. inhibition, % at 2 µM. hit rate 0.21% among 96,000. AID 640;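 active = inhibition at 2 µM at or above a set limit, the screen mean plus 3 SD, cut at about 24% in these data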;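 note: 0% = DMSO with enzyme and 100% = enzyme fully blocked by orthovanadate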
# Plk1 PBD FP = blocks phosphopeptide binding to human Plk1 polo box domain; Plk1 PBD phosphopeptide binding, fluorescence polarization; P53350; hit rate 0.13% among 97,000; inhibition, %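 (tested at about 20 µM)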; in the data active = inhibition above about 34%, passing the limit was not always enough
# EphB4 antag = antagonists of human EphB4-ephrin-B2 interaction | P54760 | EphB4 LBD / TNYL-RAW-Alexa532 peptide, fluorescence polarization | inhibition, % at 7 µM | hit rate 0.15% among 97,000;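 active = inhibition above the screen-wide mean inhibition plus 3 SD, cut at about 15% in these data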;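 note: 0% = DMSO wells and 100% = excess unlabeled TNYL-RAW peptide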
# CYP2C9 activ = increases human cytochrome P450 2C9 activity; P11712; recombinant CYP2C9, luciferin-H conversion, luminescence; active compounds read high; factor 1 = untreated enzyme, 0 = blocked; activation factor at 5 µM; hit rate 1.4% among 96,000; AID 1024;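 active = activation factor of 2 or more for CYP2C9 at a 5 µM dose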;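 note: 0 = sulfaphenazole-blocked wells and 1 = vehicle-only wells; values of inactives mirror those of a sister screen read the other way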
# * marks the source's active call; other numbers are inactive results; i = inactive; . = no result given. An unsorted share of the library; about 20% have a hit in one of these screens.
SMILES,Rev-RRE block,LYP act,Calb biofilm kill,PLK1 inh,CYP2C9 inh,PTPN22 inh 2,Plk1 PBD FP,EphB4 antag,CYP2C9 activ
COc1ccc(CNC(=O)C2CCCN(S(=O)(=O)c3cc(C)ccc3OC)C2)cc1 (stereo not drawn),5,-14,7,-22,44,18,4,-7,0.6
CC(C)(C)c1ccc(C(=O)Nc2ccc(N3CCOCC3)cc2)cc1,-2,-6,6,-15,-19,7,-3,-2,1.2
Cc1cnc(C(=O)Nc2nnc(C(C)C)s2)cn1,2,10,.,3,-7,-5,-11,-6,1.1
O=C(NCc1ccco1)C1CCN(c2nc3ccccc3n2Cc2ccc(F)cc2)CC1,3,3,9,-21,47,-6,-3,-4,0.5
COC(=O)c1cccc(S(=O)(=O)N2CCOCC2)c1,-3,-6,0,4,7,4,25,0,0.9
O=C(CSc1nnc(Cc2cccs2)n1-c1ccc(Cl)cc1)NCc1ccc2c(c1)OCO2,2,-20,2,-11,54*,23,-3,0,0.5
COc1ccc(OC)c2sc(NC(=O)c3ccc(S(=O)(=O)N(C)C)cc3)nc12,2,2,-1,-11,1,-6,-3,1,1
Cc1ccc(C2C(C#N)C(C#N)N3CCCN23)cc1 (stereo not drawn),3,-3,-4,-13,-8,5,5,-1,1.1
CCOC(=O)c1c(-c2ccc(C)cc2)cn2ccccc12,6,9,.,-5,20,-6,-3,-1,0.8
CCc1cc2c(=O)n(Cc3ccco3)c(SCC(=O)N3CCCc4ccccc43)nc2s1,7,-10,0,-3,87*,9,-1,6,0.1
CCOC(=O)C1=C(CSc2nc3ccccc3s2)NC(=O)NC1c1cc(C)ccc1C (stereo not drawn),7,-20,.,-13,78*,22,17,-2,0.2
COc1ccc(-c2nn(C)c(=O)c3ccccc23)cc1NC(=O)COc1ccccc1,1,0,.,-8,28,4,21,0,0.7
CCOC(=O)C(NCc1ccc(F)cc1)(NC(=O)c1ccccc1)C(F)(F)F (stereo not drawn),4,-2,5,-12,.,2,19,0,.
CC1(c2ccncc2)Nc2ccccc2-c2nc3ccccc3n21 (stereo not drawn),3,-10,3,-11,90*,9,-19,0,0.1
CCOC(=O)N1CCN(C(=O)CCCn2nc(C)c3sc4ccccc4c3c2=O)CC1,4,4,5,3,-137,-6,1,-13,2.4*
CN1CCN(c2ccc(NC(=O)COc3ccccc3Cl)cc2)CC1,2,-5,8,-9,0,9,4,4,1
O=C(N1CCOCC1)N1CCN(CC(O)COc2ccc3ccccc3c2)CC1 (stereo not drawn),8,2,-1,-12,18,-3,-1,3,0.8
CCOc1cc(C#N)c(NC(=O)CSc2nnnn2-c2ccc(OC)cc2)cc1OCC,-3,2,1,-7,5,0,-2,-8,0.9
CCN(CC)c1cccc(OC2=NS(=O)(=O)c3ccccc32)c1,10,4,3,-14,-26,-5,4,9,1.3
Cc1ccc(C)c(N2CCN(C(=O)c3ccccc3Br)CC2)c1,10,-1,7,-16,.,0,5,-2,.
COc1ccc(N(C(C)C(=O)N/N=C/c2ccc(OC(C)C)cc2)S(C)(=O)=O)cc1 (stereo not drawn),1,8,.,-7,10,-4,1,-11,0.9
Cc1c(NC(=O)c2cnn3c2NC(c2ccc(Br)cc2)CC3C(F)(F)F)c(=O)n(-c2ccccc2)n1C (stereo not drawn),-2,-4,-1,-6,.,1,22,-2,.
O=C(CN(c1ccc(Cl)c(C(F)(F)F)c1)S(=O)(=O)c1ccccc1)N1CCOCC1,3,-1,0,-5,-1,1,-23,1,1
CC(C)(C)NS(=O)(=O)c1ccc(CCC(=O)Nc2ccc3c(c2)OCO3)cc1,6,-5,-1,5,94*,7,7,5,0.1
CCOC(=O)C1C(=O)C=C(c2ccc(Br)cc2)CC1c1ccco1 (stereo not drawn),5,-1,6,1,28,4,9,-4,0.7
Cc1csc(SCc2nnc(-c3ccccc3Br)o2)n1,5,5,5,-11,42,-8,7,-3,0.6
CN(C)c1nc(SCC#N)nc(N2CCOCC2)n1,7,5,4,-4,1,-8,i,2,1
COc1ccc(OC)c(Nc2nc(-c3sc(C)nc3C)cs2)c1,1,-1,2,-99,80*,-1,5,4,0.2
COc1ccc(NC(=O)c2cccs2)cc1,8,24,4,-18,.,-24,-27,2,.
O=C(c1ccccc1Cl)N1CCNCC1,2,-3,8,-12,1,2,4,-4,1
CCc1ccccc1N1CC23C=CC(O2)C(C(=O)OCC(C)C)C3C1=O (stereo not drawn),-1,.,4,72*,28,.,6,-5,0.7
OC(CN1CCOCC1)C12CC3CC(CC(C3)C1)C2 (stereo not drawn),9,5,6,-8,-11,-7,-10,0,1.1
Cc1nc(S(=O)(=O)N(C)Cc2ccccc2)c(C#N)c(C)c1Cl,15,-6,12,-11,34,4,-15,13,0.7
Cc1cn(C(=O)C(C)N2C(=O)c3ccccc3C2=O)c(C)n1 (stereo not drawn),-1,12,4,-13,25,-10,14,-5,0.8
Cc1cc(C(=O)COc2nncc3ccccc23)c(C)n1C,10,-6,6,-24,-72,6,-23,9,1.7
COC(=O)c1ccc2c(=O)n(CCCN3CCCC3=O)c(=S)[nH]c2c1,3,-17,1,-20,3,15,-4,1,1
CC1=C(C(=O)Nc2ccccc2)C(c2ccc(C(C)C)cc2)N2C(=O)CSC2=N1 (stereo not drawn),2,-7,.,-10,5,6,19,-1,1
CC(C)c1ccc(N(CC(=O)NCCSC(C)(C)C)S(C)(=O)=O)cc1,-7,6,7,-5,38,-3,-15,4,0.6
COc1cccc(OC)c1C(=O)N1CCN(S(=O)(=O)c2ccc(C)cc2)CC1,1,-14,2,-6,35,16,1,-4,0.6
CCCCC(=O)NCCNc1nc2c(c(=O)n(C)c(=O)n2C)n1Cc1ccc(F)cc1,4,-10,6,-9,14,9,-5,1,0.9
Cc1nn(Cc2c(F)c(F)c(F)c(F)c2F)c(C)c1NC(=O)c1ccc(COc2ccccc2Cl)cc1,-2,21,.,-7,0,-17,0,-1,1
COC(=O)c1cc(F)c(-n2cncn2)c(F)c1,4,-7,.,-10,9,8,25,-5,0.9
Cc1ccc(Oc2cnc3ccccc3n2)cc1,7,6,.,-6,-3,-1,-2,2,1
COc1ccc(-c2csc(N(CC3CCCO3)C(=O)c3ccc(C)cc3)n2)cc1 (stereo not drawn),14,6,8,-10,.,-10,3,-4,.
CCCn1c(SCC(=O)NC23CC4CC(CC(C4)C2)C3)n[nH]c1=O,3,22,11,-5,9,-18,4,-4,0.9
COc1ccc(S(=O)(=O)Nc2ccccc2C(F)(F)F)cc1,1,6,9,-10,21,-7,5,-2,0.8
COc1ccc(-c2ccc(C#N)c(OC(=O)c3c(Cl)cccc3Cl)n2)cc1,6,3,16,-2,23,-5,-6,2,0.8
COc1ccc(-n2nc(C(=O)NCC(=O)Nc3cccc(C)n3)c3ccccc3c2=O)cc1,7,-3,3,-5,24,4,12,-9,0.8
CCOc1cc(C2C(C#N)=C(N)OC(C)=C2C(C)=O)c(Br)c(Br)c1OC(C)C (stereo not drawn),19,5,4,-16,.,-6,5,-2,.
COc1ccc2ncn(-c3ccccc3)c2c1,6,-6,6,-7,55*,6,-21,-1,0.5
CN1C(=O)CC(C(=O)O)SC1=Nc1cccc(C(F)(F)F)c1 (stereo not drawn),2,-4,2,-14,.,3,-32,-3,.
O=C(NCc1ccco1)C1CCN(c2nc3ccccc3n2Cc2ccccc2F)CC1,-3,5,6,-7,23,-7,-20,-5,0.8
Cc1ccc(-n2nc(C(=O)O)c3ccccc3c2=O)cc1C,5,-6,9,0,15,3,-7,-4,0.9
COc1ccccc1-c1nnc2sc(COc3ccc(F)cc3)nn12,6,6,.,-2,20,-8,11,-8,0.8
C=CCn1c(CSc2nc3ccccc3s2)nnc1SCC(=O)NCc1cccnc1,-5,-1,4,-7,.,0,-15,1,.
O=C(C1=C(O)C(=O)N(c2ncccn2)C1c1cccs1)c1ccco1 (stereo not drawn),47*,3,6,-12,-13,-6,-5,-8,1.1
Cc1ccc(NC2=C(N3CCCCC3)C(=O)c3ccccc3C2=O)cc1,2,9,.,-12,28,-5,28,9,0.7
CCOC(=O)c1ccc(Nc2nc(C(=O)OCC)nc3ccccc23)cc1,4,-12,8,-8,37,10,-63,-1,0.6
C=CCOC(=O)CC(NC(=O)c1ccccc1)c1ccccc1 (stereo not drawn),1,9,-3,-9,94*,-10,18,4,0.1
CC1CCCCC12NC(=O)N(CC(=O)Nc1ccc(S(=O)(=O)N3CCOCC3)cc1)C2=O (stereo not drawn),2,-2,.,-14,22,1,-29,2,0.8
COc1ccc2cnn(-c3ccccc3)c(=O)c2c1OC,8,1,5,27,14,-1,-4,-3,0.9
COc1ccc(-c2ccc(C(=S)N3CCN(C(C)=O)CC3)o2)cc1,5,4,7,-14,27,-7,7,2,0.7
COc1ccccc1/C=C/C(=O)N1CCOCC1,9,2,4,-2,-37,-4,38,6,1.4

# Another view of some results above.
# Below each compound – Rev-RRE block, LYP act, Calb biofilm kill, PLK1 inh, CYP2C9 inh, PTPN22 inh 2, Plk1 PBD FP, EphB4 antag, CYP2C9 activ
COc1ccc(S(=O)(=O)Nc2ccccc2C(F)(F)F)cc1
    1, 6, 9, -10, 21, -7, 5, -2, 0.8
COc1ccc(-c2ccc(C#N)c(OC(=O)c3c(Cl)cccc3Cl)n2)cc1
    6, 3, 16, -2, 23, -5, -6, 2, 0.8
COc1ccc(-n2nc(C(=O)NCC(=O)Nc3cccc(C)n3)c3ccccc3c2=O)cc1
    7, -3, 3, -5, 24, 4, 12, -9, 0.8
CCOc1cc(C2C(C#N)=C(N)OC(C)=C2C(C)=O)c(Br)c(Br)c1OC(C)C (stereo not drawn)
    19, 5, 4, -16, ., -6, 5, -2, .
COc1ccc2ncn(-c3ccccc3)c2c1
    6, -6, 6, -7, 55*, 6, -21, -1, 0.5
CN1C(=O)CC(C(=O)O)SC1=Nc1cccc(C(F)(F)F)c1 (stereo not drawn)
    2, -4, 2, -14, ., 3, -32, -3, .
O=C(NCc1ccco1)C1CCN(c2nc3ccccc3n2Cc2ccccc2F)CC1
    -3, 5, 6, -7, 23, -7, -20, -5, 0.8
Cc1ccc(-n2nc(C(=O)O)c3ccccc3c2=O)cc1C
    5, -6, 9, 0, 15, 3, -7, -4, 0.9
COc1ccccc1-c1nnc2sc(COc3ccc(F)cc3)nn12
    6, 6, ., -2, 20, -8, 11, -8, 0.8
C=CCn1c(CSc2nc3ccccc3s2)nnc1SCC(=O)NCc1cccnc1
    -5, -1, 4, -7, ., 0, -15, 1, .
O=C(C1=C(O)C(=O)N(c2ncccn2)C1c1cccs1)c1ccco1 (stereo not drawn)
    47*, 3, 6, -12, -13, -6, -5, -8, 1.1
Cc1ccc(NC2=C(N3CCCCC3)C(=O)c3ccccc3C2=O)cc1
    2, 9, ., -12, 28, -5, 28, 9, 0.7
CCOC(=O)c1ccc(Nc2nc(C(=O)OCC)nc3ccccc23)cc1
    4, -12, 8, -8, 37, 10, -63, -1, 0.6
C=CCOC(=O)CC(NC(=O)c1ccccc1)c1ccccc1 (stereo not drawn)
    1, 9, -3, -9, 94*, -10, 18, 4, 0.1

# Screens: PubChem, several laboratories
